Nrf2 inh – inhibitors of Nrf2 signaling; A549 ARE-Fluc reporter, luciferase luminescence, 18-24 h; Potency, µM (titrated, usually from 46 µM), without a hit: at the highest dose activity change, negative = inhibition, most hits filed as inhibitors; 360,000 tested, 2.1% active; AID 504444; also: potency is read from the fitted curve at half-maximal effect; % is scaled to controls: 0 for no effect and ±100 for the full control effect; nearly all actives have a fitted effect of over 60% in size
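Two sequential reads on A549 ARE_Fluc cells exposed to compound for 18-24 h: a CellTiter-Fluor fluorescence read for viability, then a luciferase luminescence read for Nrf2/ARE activity.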
Mm-Cpn inhibitor – M. maripaludis TRiC chaperonin inhibition | purified Mm-Cpn ATPase, ADP Transcreener TR-FRET | Potency, µM (series often up to 76.9 µM), inactives show at the top dose activity, negative = inhibition, hits mostly inhibitors | 330,000 tested, 0.031% active; also: potency is read from the fitted curve at half-maximal effect; % is scaled to controls: 0 for no effect and ±100 for the full control effect; nearly all actives have a fitted effect of over 80% in size
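Purified archaeal chaperonin (25 nM final) was preincubated with compound for 10 min at 37°C, then ATP (10 uM final) was added for 30 min at 37°C in Tris pH 7.4/KCl/MgCl2/DTT buffer. ADP was quantified by HTRF Transcreener TR-FRET.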
Nrf2 activator – Nrf2 pathway activation. AREc32 ARE-luciferase reporter (MCF7-derived line), luminescence, 24 h. Potency, µM (series often up to 46.1 µM), for inactives: at the highest dose activation, usual class: activators. 410,000 tested, 0.31% active. AID 624171; also: potency is read from the fitted curve at half-maximal effect; % of control where 0% means no effect; nearly all actives have a fitted effect of over 65% in size
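Nrf2 activation is followed as ARE-luciferase induction in the AREc32 line after one day of compound treatment; luminescence is read with Steady-Glo.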
EPAC2 agonist – EPAC2 (human) agonism; Q8WZA2; EPAC2 activation, biochemical qHTS; response scale: 100% = 6.5 mM cAMP response; Potency, µM (series often up to 154 µM), for the others: top-dose activation, actives largely listed as activators; 360,000 tested, 0.079% active; also: potency is read from the fitted curve at half-maximal effect; nearly all actives have a fitted effect of over 50% in size
Target sequence (Q8WZA2 whole entry, looked up): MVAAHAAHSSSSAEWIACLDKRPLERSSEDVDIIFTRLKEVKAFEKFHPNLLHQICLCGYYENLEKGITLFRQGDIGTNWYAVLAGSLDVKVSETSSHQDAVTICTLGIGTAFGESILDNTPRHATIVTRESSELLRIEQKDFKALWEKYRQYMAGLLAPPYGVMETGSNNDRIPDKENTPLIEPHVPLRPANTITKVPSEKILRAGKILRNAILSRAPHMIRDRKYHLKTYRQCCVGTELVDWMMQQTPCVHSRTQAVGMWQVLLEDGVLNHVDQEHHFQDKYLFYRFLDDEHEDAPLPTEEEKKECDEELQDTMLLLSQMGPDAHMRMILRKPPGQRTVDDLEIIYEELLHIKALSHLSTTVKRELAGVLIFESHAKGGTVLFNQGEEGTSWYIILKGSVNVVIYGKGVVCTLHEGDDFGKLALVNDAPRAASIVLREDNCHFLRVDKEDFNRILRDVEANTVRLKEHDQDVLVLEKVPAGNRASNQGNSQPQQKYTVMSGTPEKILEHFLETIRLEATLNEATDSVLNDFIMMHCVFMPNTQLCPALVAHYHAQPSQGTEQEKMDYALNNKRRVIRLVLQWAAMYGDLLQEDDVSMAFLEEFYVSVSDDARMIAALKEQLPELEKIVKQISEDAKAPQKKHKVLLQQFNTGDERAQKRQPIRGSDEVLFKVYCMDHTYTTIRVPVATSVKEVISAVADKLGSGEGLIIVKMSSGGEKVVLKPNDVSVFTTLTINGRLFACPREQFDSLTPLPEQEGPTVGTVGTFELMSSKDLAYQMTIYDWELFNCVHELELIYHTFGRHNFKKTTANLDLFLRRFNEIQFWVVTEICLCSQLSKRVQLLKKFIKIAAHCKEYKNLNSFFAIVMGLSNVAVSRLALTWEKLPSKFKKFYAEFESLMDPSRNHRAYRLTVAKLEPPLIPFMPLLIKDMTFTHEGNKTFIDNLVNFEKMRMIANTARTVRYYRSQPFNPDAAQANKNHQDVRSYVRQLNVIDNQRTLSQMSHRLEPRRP
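Exchange assay: 100 nM EPAC2 with 250 nM Rap1B-BODIPY-GDP and 50 uM GDP. Fluorescence (ex 480/em 540 nm) read every 5 min for 30 min at room temperature. Data normalized to 6.5 mM cAMP as agonist control.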
CCT chaperon mod – cytosolic chaperonin activity modulation. purified chaperonin ATPase assay, HTRF ADP detection, 30 min. activity change, % (concentration not given with the values), hits read low. 360,000 tested, 0.3% active; in the data active = activity change below about -30%; also: % is scaled to controls: 0 for no effect and ±100 for the full control effect
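First, chaperonin was dispensed at 40 nM or 20 nM final depending on batch activity. Next, compounds were pinned at 76 uM and ATP added at 10 uM. After 30 min at 37 °C, ADP detection reagents ran 30 min at ambient temperature.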
EPAC2 antag – blocks human EPAC2 exchange factor; AID 720708; 360,000 tested, 0.18% active; Q8WZA2; EPAC2 GEF exchange of Rap1B-BODIPY-GDP, fluorescence; Potency, µM (titrated, usually from 114 µM), inactives show at the highest dose activity, negative = inhibition, most hits filed as inhibitors; also: potency is read from the fitted curve at half-maximal effect; % is scaled to controls: 0 for no effect and ±100 for the full control effect; nearly all actives have a fitted effect of over 45% in size; many of its hits are not listed in these tables
pAkt inh – Akt phosphorylation inhibition; Neuro2A IGF-stimulated pAkt S473 HTRF, 20 min; stronger effect = lower value; AID 651550; activity change, % for hits at 50 µM; 360,000 tested, 0.32% active; in the data active = activity change below about -80%; inconclusive = mostly about -51% to -80%; also: % is scaled to controls: 0 for no effect and ±100 for the full control effect
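Neuro2A cells (4,500/well, DMEM with 0.5% FBS) were treated with compound at a single 50 µM final concentration, stimulated with 6 nM IGF for 20 min at 37 °C, and lysed. Phospho-Akt Ser473 was read by HTRF as 665/615 ratio ×10^4.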
TGFb inhibitor – TGF-b pathway inhibition. HepG2 CAGA-GFP TGF-b/SMAD3 reporter, GFP fluorescence, 18 h; TGF-beta stimulated, 500 pg/mL final. Potency, µM (highest dose often 46.1 µM), for inactives: at the top dose activity, negative = inhibition, hits mostly inhibitors. 410,000 tested, 1.2% active. AID 588855; also: potency is read from the fitted curve at half-maximal effect; % is scaled to controls: 0 for no effect and ±100 for the full control effect; nearly all actives have a fitted effect of over 65% in size
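Smad-responsive CAGA-GFP expression was quantified in HEPG2 cells exposed to compounds and 500 pg/mL final TGF-beta for 18 h at 37 degrees C; unstimulated wells defined full inhibition.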
A549 tox – kills or reduces viability of A549 cells in Nrf2 counter-screen | 390,000 tested, 0.16% active | AID 504648 | A549 ARE-Fluc cells, CellTiter-Fluor viability, 18-24 h | Potency, µM (titrated, usually from 46 µM), for inactives: top-dose activity change, negative = cytotoxicity, hits mostly inhibitors; also: potency is read from the fitted curve at half-maximal effect; % is scaled to controls: 0 for no effect and ±100 for the full control effect
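A549 ARE_Fluc cells in 5% FBS OPTI-MEM were exposed to compounds in concentration-response for 18-24 h at 37 deg C. Viability was read by CellTiter-Fluor fluorescence (Ex 405/Em 525) after 30 min, before the luciferase read.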
The depositor's hits bear a star; i = inactive; ? = inconclusive; nt = no result given; [ ] = dose if it differs, or a comment. Unless noted, calls follow the shape of the dose curve; as a rule, active = well fitted curve in the direction sought with a large enough effect; inconclusive = small, poorly fitted or top-dose-only effect, or another doubt; inactive = no such curve, though single readings can be large; an effect the other way counts as inactive or inconclusive. The list is partial; the hit share may differ from the screen's.

SMILES	Nrf2 inh	Mm-Cpn inhibitor	Nrf2 activator	EPAC2 agonist	CCT chaperon mod	EPAC2 antag	pAkt inh	TGFb inhibitor	A549 tox
COc1ccc(-c2cc(=O)[nH]c(N3CCN(Cc4ccccc4)CC3)n2)cc1	-34%	-1%	-0.4%	21%	-0.1	-6%	i	-4%	1%
c1ccc(Nc2nc(N3CCNCC3)nc(N3CCOCC3)n2)cc1	-10%	1%	8.1%	14%	-3.2	-12%	i	-6%	-11%
O=c1[nH]c2cc([N+](=O)[O-])c([N+](=O)[O-])cc2[nH]c1=O	-13%	3%	2.7%	17%	-0.3	8%[57.1 µM]	i	22%	-14%
O=C(COC(=O)C1CCN(/C=C/C(=O)C(F)(F)F)CC1)Nc1ccccc1	1%	0%	-0.5%[9.22 µM]	-10%	-0.8	4%	i	-15%	4%
N#C/C(=C(/O)c1ccc(Cl)c([N+](=O)[O-])c1)c1nc2ccccc2[nH]1	-12%	0%	9.1%	12%	-0.6	-18%	i	-27%	0%
COc1ccc(C=C2CCC3C(CCCC34OCCO4)C2=O)cc1 (configuration not stated)	nt	nt	20%	18%	-0.6	-15%	i	-1%	nt
O=C(/C=C/c1cccc(C(F)(F)F)c1)OCC(=O)N1CCN(c2ccccc2)CC1	1%	2%	0.0%	-13%	-2.2	-3%	i	13%	-5%
O=C(COC(=O)/C=C/c1cccs1)Nc1cccc(S(=O)(=O)N2CCCC2)c1	-9%	0%	9.9%	6%	-1.0	-2%	i	12%	6%
CCN(Cc1ccccc1)C(=O)Cc1ccc(OC)c(S(=O)(=O)N2CCOCC2)c1	1%	-1%	-0.8%	3%	-6.0	-2%	i	21%	-2%
COc1ccc(N2CCN(C(=O)CN(C)S(=O)(=O)c3cc(C)ccc3OC)CC2)cc1	-12%	5%	0.5%	-3%	-1.2	3%	i	6%	1%
CCc1oc2ccccc2c1C(=O)CCN1CCCCC1	0%	1%	?	7%	0.6	-13%	i	?	8%
COC(=O)c1cc(C)[nH]c2c(C)cc3nc4ccccc4c3c12	14%	-7%	-0.1%	21%	-1.8	-30%	i	0%	1%
N#C/C(=C/c1ccc(-c2ccccc2[N+](=O)[O-])o1)C(N)=O	1%	1%	?	7%	1.3	5%	i	9%	2%
c1ccc(CCCN2CCN(c3ccccn3)CC2)cc1	6%	1%	-1.2%	4%	-2.8	2%	i	-14%	11%
OCC[C@@H]1C[C@@H](O)[C@H](O)[C@@]2(Cc3ccccc3CO2)O1	13%	1%	-0.6%	5%	-1.7	4%	i	1%	2%
COc1ccc(/C=N/NC(=O)CSc2nnc(C)n2-c2ccccc2)c(OC)c1OC	nt	1%	2.9%	5%	2.8	10%	i	-24%	1%
CCOc1ccc(NC(=O)CN(C)C(=O)c2sccc2-c2ccccc2)cc1OCC	-18%	1%	0.0%	17%	-2.2	-14%	i	3%	7%
CC(/C=N/Nc1nnc(C)c(=O)[nH]1)=C\c1ccccc1	7%	-4%	3.4%	8%	-5.0	3%	i	5%	-2%
COc1cc2c(cc1OC)CN(c1ccc([N+](=O)[O-])cc1C#N)CC2	-16%	0%	0.4%	19%	-0.1	-1%	i	-11%	0%
CCOC(=O)C1CCN(C(=O)c2ccc(NS(=O)(=O)c3ccc4[nH]c(=O)[nH]c4c3)cc2)CC1	-7%	nt	-1.2%	11%	0.3	2%	i	-5%	9%
Cc1ccc(-c2nc(C#N)c(NCCCn3ccnc3)o2)cc1	20%	-2%	6.1%	1%	-0.4	?	i	0%	3%
O=C(CCc1c[nH]c2ccccc12)NC(Cc1ccccc1)C(=O)O (configuration not stated)	10%	1%	-1.0%	4%	-2.7	3%	i	0%	2%
C[C@@H]1CN([C@@H](C)CO)C(=O)c2cc(Br)cnc2O[C@H]1CN(C)S(=O)(=O)c1ccccc1	nt	nt	-0.8%	8%	0.7	-10%	i	-13%	nt
CSc1nc(O)c(C(c2ccc(C)cc2)c2c(O)nc(SC)[nH]c2=O)c(=O)[nH]1	14%	-2%	0.7%	12%	-2.7	9%	i	-6%	12%
CCOc1ccc(C2=Nn3c(nnc3-c3ccc(OC)cc3)SC2)cc1	?	1%	-0.2%	-13%	-2.3	8%	i	?	-21%
COc1ccc(CCN=C2SCC(=O)N2C)cc1OC	15%	1%	-0.9%	-2%	1.9	3%	i	-1%	-2%
COC(=O)CC1=C(C(=O)OC)C(c2ccc3c(c2)OCO3)C(C#N)=C(N)O1 (configuration not stated)	-4%	0%	-0.6%	19%	0.0	-7%	i	-22%	1%
COc1cccc(Cn2c(OCC3CCCO3)nc3c2c(=O)n(C)c(=O)n3C)c1 (configuration not stated)	-17%	1%	-0.5%	4%	-2.7	2%	i	4%	1%
CCOC(=O)c1cccc(NC(=O)CN2C(=O)C3C4C=CC(C4)C3C2=O)c1 (configuration not stated)	-16%	-1%	-0.7%	6%	0.6	-3%	i	-1%	-8%
CCSc1nnc2c(Cl)cc(Cl)cn12	nt	1%	-0.1%	-1%	-2.6	-2%	i	20%	9%
COc1cc(C(C)=NNC(=O)c2ccncc2)ccc1O	11%	nt	1.9%	0%	2.0	16%	i	10%	-1%
Cc1ccc(OCCOC(=O)Cn2nc(C)c([N+](=O)[O-])c2C)cc1	6%	1%	-0.5%	10%	-2.2	2%	i	11%	-2%
COC(=O)c1c(NC(=S)Nc2ccc(F)cc2[N+](=O)[O-])sc2c1CCCCC2	6%	1%	2.5%	0%	1.6	2%	i	7%	-3%
Cc1ccccc1N1C(=O)CC1(C#N)c1ccc(OCc2ccccc2)cc1 (configuration not stated)	?	0%	6.8%	16%	-0.6	13%	i	-11%	0%
O=C(Nc1cc(S(=O)(=O)N2CCOCC2)ccc1O)c1ccc(S(=O)(=O)N2CCCCC2)cc1	10%	0%	-1.0%	7%	-10	-1%	i	-4%	12%
O=C(NCc1ccccc1)C1CCN(c2nc(-c3ccccc3)nc3c2CCC3)CC1	?	-5%	0.8%	11%	-0.3	-2%	i	2%	?

Five structures already listed, ordered by length of the SMILES, ascending:
SMILES	Nrf2 inh	Mm-Cpn inhibitor	Nrf2 activator	EPAC2 agonist	CCT chaperon mod	EPAC2 antag	pAkt inh	TGFb inhibitor	A549 tox
CCSc1nnc2c(Cl)cc(Cl)cn12	nt	1%	-0.1%	-1%	-2.6	-2%	i	20%	9%
Cc1ccccc1N1C(=O)CC1(C#N)c1ccc(OCc2ccccc2)cc1 (configuration not stated)	?	0%	6.8%	16%	-0.6	13%	i	-11%	0%
O=C(NCc1ccccc1)C1CCN(c2nc(-c3ccccc3)nc3c2CCC3)CC1	?	-5%	0.8%	11%	-0.3	-2%	i	2%	?
CCOC(=O)c1cccc(NC(=O)CN2C(=O)C3C4C=CC(C4)C3C2=O)c1 (configuration not stated)	-16%	-1%	-0.7%	6%	0.6	-3%	i	-1%	-8%
O=C(Nc1cc(S(=O)(=O)N2CCOCC2)ccc1O)c1ccc(S(=O)(=O)N2CCCCC2)cc1	10%	0%	-1.0%	7%	-10	-1%	i	-4%	12%

Later entries
SMILES	Nrf2 inh	Mm-Cpn inhibitor	Nrf2 activator	EPAC2 agonist	CCT chaperon mod	EPAC2 antag	pAkt inh	TGFb inhibitor	A549 tox
Cc1cc2cc(CNC(=O)NC3CCCCC3)ccc2[nH]1	?	-3%	-0.2%	10%	-1.1	1%	i	-2%	-1%
CC1(C)NC(=O)N(CC(=O)Nc2cc(C(F)(F)F)cc(C(F)(F)F)c2)C1=O	-11%	?	-0.5%	-6%	2.0	-15%	i	-16%	2%
O=C(CSc1ccc(Cl)cc1)Nc1ccccc1Oc1ccccc1	-14%	-3%	-1.1%	11%	2.3	19%	i	2%	?
C#CCOCCOCCOCCNc1nc(N2CCN(C(=O)CCCCCCCCCCNC(=O)Cn3cc(C[C@@H](C)O)nn3)CC2)nc(N2CCN(C(=O)CCCCCCCCCCNC(=O)[C@@H](CCSC)n3cc(CCO)nn3)CC2)n1	-5%	0%	14%	0%	-1.5	1%	i	8%	-5%
Cc1cccc(NC(=O)C(c2ccccc2)N2Cc3ccccc3C2=O)c1C (configuration not stated)	6%	nt	-0.7%	nt	nt	nt	nt	0%	-4%
Cc1cc(C)n(C(=O)C(C)N2C(=O)c3ccccc3C2=O)n1 (configuration not stated)	6%	0%	0.1%	2%	-1.9	8%	i	3%	-3%
COc1cc(NC(=S)NC2CC(C)(C)NC(C)(C)C2)c(OC)cc1Cl	10%	1%	0.1%	9%	-1.4	-1%	i	2%	6%
COc1ccccc1CNC(=O)c1ccc(S(=O)(=O)N(C)C)cc1	8%	-10%	-0.8%	8%	-1.8	-6%	i	-9%	3%[1.84 µM]
CC1CC(C)CN(C(=O)CNC(=O)Cn2ccc3ccccc3c2=O)C1 (configuration not stated)	-19%	5%	-0.5%	6%	0.1	0%	i	1%	-4%
Cc1ccc(S(=O)(=O)n2cnc3cc([N+](=O)[O-])ccc32)c(C)c1	-8%	-1%	-1.7%	12%	-1.2	-4%	i	-8%	1%
CC(=O)c1cccc(S(=O)(=O)N(C)C2CCN(C)CC2)c1	2%	1%	0.3%	4%	1.4	4%	i	1%	8%
COc1ccc(-n2ccn(CC(=O)Nc3ccccc3OC)c(=O)c2=O)cc1	5%	-1%	-0.3%	8%	-2.0	4%	i	-9%	0%
CN1CCN(c2nc3c(c(=O)n(C)c(=O)n3C)n2Cc2ccccc2)CC1	-6%	-1%	2.3%	14%	-3.3	14%	i	-4%	-6%
Cc1cc(N)nc(C)c1C#N	12%	-4%	-0.2%	0%	-0.9	17%	i	-3%	17%
CCC(Sc1nnc(-c2ccc(C)c(Cl)c2)n1CC)C(=O)Nc1nccs1 (configuration not stated)	?	-5%	-0.8%	19%	0.2	-6%	i	-14%	-17%
CCOC(=O)Cn1cc(C=O)c2ccccc21	2%	0%	0.1%	-1%	-0.6	-1%	nt	-2%	-8%
CC(=O)c1ccc(OC2(C)CCN(Cc3ccc4ccccc4c3)C2)cc1 (configuration not stated)	nt	nt	-0.2%[9.22 µM]	20%	0.4	-5%	i	-9%	nt
